N370S GC – inhibits or activates N370S mutant glucocerebrosidase; hit rate 0.092% among 330,000; P04062; AID 2101; N370S GC spleen homogenate, 4MU-glucoside fluorescence; Potency, µM (titrated, usually from 59.4 µM), without a hit: at the top dose activity change, negative = inhibition, most hits filed as inhibitors;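 note: 0% = full enzyme activity and -100% = no enzyme basal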
TDP1 inh – TDP1 (human) enzyme inhibition. Q9NUW8. Potency, µM (top dose mostly 130 µM), inactives show at the highest dose activity change, negative = inhibition, actives largely listed as inhibitors. recombinant TDP1, AlphaScreen DNA substrate cleavage. hit rate 0.28% among 350,000. AID 485290; note: nearly all actives have a fitted effect of over 40% in size
Target sequence (Q9NUW8 whole entry, looked up): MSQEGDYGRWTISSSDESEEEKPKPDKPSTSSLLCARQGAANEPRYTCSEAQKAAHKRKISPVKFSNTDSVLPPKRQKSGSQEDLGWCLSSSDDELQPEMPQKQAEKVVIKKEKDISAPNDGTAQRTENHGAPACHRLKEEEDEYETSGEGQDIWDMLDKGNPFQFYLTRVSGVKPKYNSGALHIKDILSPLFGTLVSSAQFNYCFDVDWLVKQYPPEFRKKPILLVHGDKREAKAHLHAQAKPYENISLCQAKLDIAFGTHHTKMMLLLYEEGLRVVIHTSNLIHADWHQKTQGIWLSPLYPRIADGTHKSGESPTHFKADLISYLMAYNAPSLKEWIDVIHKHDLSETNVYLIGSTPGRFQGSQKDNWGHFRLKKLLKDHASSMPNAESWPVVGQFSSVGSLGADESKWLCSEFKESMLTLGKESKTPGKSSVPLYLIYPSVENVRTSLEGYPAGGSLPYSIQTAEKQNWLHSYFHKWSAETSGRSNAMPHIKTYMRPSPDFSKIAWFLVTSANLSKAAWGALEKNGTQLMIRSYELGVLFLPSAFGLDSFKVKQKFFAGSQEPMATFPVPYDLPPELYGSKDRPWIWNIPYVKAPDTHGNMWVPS
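Tdp1 1 nM final; 15 min RT w/ cpd; substrate 15 nM, 5 min; beads 10 ug/ml, 10 min; AlphaScreen read. Neg ctrl: no enzyme.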
FEN1 inh – human FEN1 inhibition. Potency, µM (top dose mostly 114 µM), without a hit: at the highest dose activity change, negative = inhibition, most hits filed as inhibitors. hit rate 0.35% among 390,000. Recombinant FEN1 flap cleavage, fluorescence, 15 min; note: nearly all actives have a fitted effect of over 65% in size
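FEN1 at 10 nM, compound pretreatment for 15 min (room temperature), 50 nM final substrate to initiate; endpoint reads at 0 and 15 min; DMSO-only plates used as vehicle background.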
Starred values were filed as active, the others as inactive; ? = inconclusive; · = not tested or not shown; [ ] = another dose, or the depositor's remark. Calls come from the whole dose curve; as a rule, active = well fitted curve in the direction sought with a large enough effect; inconclusive = small, poorly fitted or top-dose-only effect, or another doubt; inactive = no such curve, though single readings can be large; an effect the other way counts as inactive or inconclusive. Unless noted, % is set by controls: 0 for no effect and ±100 for the full control effect; potency is the fitted concentration of half-maximal effect.

1) O=C(Nc1ccc(N2CCN(C(=O)c3ccco3)CC2)cc1)c1ccc(Br)cc1
2) Cc1[nH]c2ccccc2c1C(c1ccncc1)N1CCC(C)CC1 (configuration not stated)
3) N#Cc1ccc(OCC(=O)NN2Cc3ccccc3C2=N)cc1
4) CC(=O)c1c(C)[nH]c(C(=O)OCC(=O)Nc2cccnc2Cl)c1C
5) Cc1ccc(NC(=O)C2(NC(=O)c3cccc(N4C(=O)CSC4c4ccccc4)c3)CCCCC2)cc1 (configuration not stated)

assay / entry | 1 | 2 | 3 | 4 | 5
TDP1 inh | 0% | 8% | 3% | 0% | 2%
FEN1 inh | -1% | -8% | 3% | -17% | 5%
N370S GC | 0% | 4% | -8% | · | -1%

6) COc1ccc(NC(=O)c2ccc3c(c2)c(C)c(C)n3Cc2ccc(F)cc2)c(OC)c1
7) O=C(Nc1ccnn1C1CCN(Cc2ccc(Cl)cc2)CC1)C1CCCC1
8) Cc1ccc(Nc2nc(NCc3ccco3)nc3nccnc23)cc1Cl
9) Cc1cccc(-n2c(C)cc(/C=N\NC(=O)c3ccco3)c2C)c1
10) CCc1cc([N+](=O)[O-])cc(CC)c1N

assay / entry | 6 | 7 | 8 | 9 | 10
TDP1 inh | 8% | 4% | 2% | 4% | 8%
FEN1 inh | 12% | 10% | 8% | -2% | -6%
N370S GC | · | -10% | · | 7% | -9%

11) CC(C)n1c(Sc2nccn2C)nc2c1c(=O)n(C)c(=O)n2C
12) Cc1ccc(-c2ccc([C@H]3[C@@H]4C=CCC[C@@]4(C)C(=O)N3Cc3ccccc3)c(F)c2)cc1
13) Cc1oc2c(c1C(=O)N1CCC(C)CC1)C(=O)c1ccccc1C2=O
14) Cc1ccc(Sc2cc(N3CCOCC3)nc(-c3ccccc3)n2)cc1
15) COc1ccc(C(=O)Oc2c(Sc3ccc(Cl)cc3)c(C)nn2C(C)(C)C)cc1OC

assay / entry | 11 | 12 | 13 | 14 | 15
TDP1 inh | 3% | 4% | 1% | -1% | 3%
FEN1 inh | -19% | -18% | -23% | 4% | -17%
N370S GC | -16% | 19% | -8% | 11% | ·

16) Cc1onc(-c2ccccc2)c1C(=O)Nc1ncc([N+](=O)[O-])s1
17) COc1ccc(C2SCC(=O)N2CC23CC4CC(CC(C4)C2)C3)cc1 (configuration not stated)
18) CCOc1ccccc1N1CCN(Cc2ccc(Br)s2)CC1
19) O=C(NCc1n[nH]c(=S)n1-c1ccc(F)cc1)c1ccc(S(=O)(=O)N2CCOCC2)cc1
20) Cc1ccc(NC(=O)COC(=O)CCc2ccc(S(=O)(=O)N3CCOCC3)cc2)cc1C

assay / entry | 16 | 17 | 18 | 19 | 20
TDP1 inh | · | -1% | 1% | -5% | -2%
FEN1 inh | -10% | -4% | ? | 25% | 1%
N370S GC | 1% | 22% | -1% | -1% | 12%

Some of these compounds in order of their number in TDP1 inh, rising.
| nr | structure | TDP1 inh | FEN1 inh | N370S GC |
| --- | --- | --- | --- | --- |
| 19 | O=C(NCc1n[nH]c(=S)n1-c1ccc(F)cc1)c1ccc(S(=O)(=O)N2CCOCC2)cc1 | -5% | 25% | -1% |
| 20 | Cc1ccc(NC(=O)COC(=O)CCc2ccc(S(=O)(=O)N3CCOCC3)cc2)cc1C | -2% | 1% | 12% |
| 17 | COc1ccc(C2SCC(=O)N2CC23CC4CC(CC(C4)C2)C3)cc1 (configuration not stated) | -1% | -4% | 22% |
| 18 | CCOc1ccccc1N1CCN(Cc2ccc(Br)s2)CC1 | 1% | ? | -1% |

Continuation:
21) O=C(Nc1cccc(Cl)c1)Nc1cc(S(=O)(=O)N2CCOCC2)ccc1N1CCCC1
22) O=C(Cc1sc(-c2ccccc2)nc1-c1ccccc1)Nc1ccccc1
23) CC(C)NC(=O)N(C)C[C@H]1Oc2ccc(NC(=O)Cn3cnnn3)cc2C(=O)N([C@H](C)CO)C[C@@H]1C
24) CCOc1cccc2cc(-c3nc(-c4ccccc4C)no3)c(=O)oc12
25) CCOc1cc(C(=O)Nc2ccc(-c3nc4cc(C)ccc4o3)cc2)cc(OCC)c1OCC

assay / entry | 21 | 22 | 23 | 24 | 25
TDP1 inh | 2% | 6% | 0% | 5% | 6%
FEN1 inh | -6% | 10% | 13% | -1% | -13%
N370S GC | 4% | 9% | · | · | ·

26) CC1CN(C2CCN(S(=O)(=O)c3ccc(F)cc3)CC2)CC(C)O1 (configuration not stated)
27) O=C(c1cc(-c2cccs2)on1)N1CCOCC1
28) COC(=O)C/C=C\[C@@H](C)[C@@H](/C=N\OC[C@@H](O)COCc1ccco1)OC
29) CCOc1ccc(NC(=O)CSc2nc(NS(=O)(=O)c3ccc(C)cc3)cc(=O)[nH]2)cc1
30) COc1cccc(NC(=O)c2ccc3c(c2)OCCO3)c1

assay / entry | 26 | 27 | 28 | 29 | 30
TDP1 inh | -9% | 3% | 6%[21 µM] | 11% | 6%
FEN1 inh | 4% | 10% | · | -8% | -2%
N370S GC | 0% | 9% | 4%[12.8 µM] | ? | 0%

31) COC(=O)c1ccccc1NC(=O)Cn1c(=O)n(CCC(=O)NC2CCN(Cc3ccccc3)CC2)c(=O)c2ccccc21
32) CCCCN(CCCC)c1nc2ccccc2nc1C(C#N)C(=O)NCCCOC (configuration not stated)
33) COc1ccc(C2(C)CC(=O)NC2=O)cc1 (configuration not stated)
34) Clc1cccc(Cl)c1Cn1nnc(-c2cccs2)n1
35) O=C(CSc1nc2ccccc2c(=O)[nH]1)c1ccc(O)c(O)c1

assay / entry | 31 | 32 | 33 | 34 | 35
TDP1 inh | 1% | -5% | · | 3%[56.1 µM] | -7%
FEN1 inh | 20% | -4% | -1% | 8% | ?
N370S GC | -21% | -2% | 2% | 0% | 8%

Next section (3 carried over from the part before).
33) COc1ccc(C2(C)CC(=O)NC2=O)cc1 (configuration not stated)
34) Clc1cccc(Cl)c1Cn1nnc(-c2cccs2)n1
35) O=C(CSc1nc2ccccc2c(=O)[nH]1)c1ccc(O)c(O)c1
36) CCOC(=O)c1cccc(NC(=O)[C@H](CSCc2ccccc2)N2Cc3ccccc3C2=O)c1
37) CCn1c(=S)[nH]c2nc3c(cc2c1=O)CCCC3
38) Cc1ccc(NC(=O)COc2ccc(-n3cnnn3)cc2)cc1C
39) COCCn1c(-c2ccc(Cl)cc2)cnc1SCC(=O)NCc1cccs1
40) CC1CC(C)(C)NC(=S)N1CCC(=O)N1CCN(Cc2ccccc2)CC1 (configuration not stated)

assay / entry | 33 | 34 | 35 | 36 | 37 | 38 | 39 | 40
TDP1 inh | · | 3%[56.1 µM] | -7% | 8% | 3% | 2% | 5% | 8%
FEN1 inh | -1% | 8% | ? | -15% | -5% | -11% | -7% | 3%
N370S GC | 2% | 0% | 8% | · | 9%[12.8 µM] | -2% | -11% | 6%

41) O=C(COC(=O)C1CCN(C(=O)c2ccc(Cl)cc2)CC1)Nc1ccccc1F
42) Cn1c(=O)c2ccccc2n(Cc2ccccc2Cl)c1=O
43) COc1ccccc1OCC(=O)OCC(=O)Nc1ncc(Cl)cc1Cl
44) NC(=O)c1sc(=S)n(-c2ccc(Br)cc2)c1N
45) COC(=O)c1ccc(CSc2nnc(-c3c[nH]c4ccccc34)n2C)o1

assay / entry | 41 | 42 | 43 | 44 | 45
TDP1 inh | 0% | · | 2% | 0% | 9%
FEN1 inh | -8% | 15% | 0% | -13% | 19%
N370S GC | · | -2% | 4% | -6% | 3%

46) COc1cc(/C=N/NC(=O)CCN2CCN(Cc3ccccc3)CC2)cc(OC)c1OC
47) COc1ccc(NS(=O)(=O)c2cc(NC(=O)c3cnccn3)ccc2N2CCCC2)cc1
48) CS(=O)(=O)c1ccccc1C(=O)NCCC(c1ccccc1)c1ccccc1
49) CCOc1cc(C(N)=O)cc(Cl)c1OCC
50) O=C(c1ccc(F)cc1)C1CCN(C(=S)NCC2CCCO2)CC1 (configuration not stated)
51) CCOC(=O)COc1ccc(C)cc1C(=O)c1ccn2nc(-c3ccc(F)cc3)cc2n1
52) CC(C)(C)c1ccc(C(=O)N2CCCN(c3ccc([N+](=O)[O-])cn3)CC2)cc1

assay / entry | 46 | 47 | 48 | 49 | 50 | 51 | 52
TDP1 inh | 2% | 3% | 5%[0.0935 µM] | 5% | -6% | -2% | 5%
FEN1 inh | -11% | -3% | -3% | 8% | -1% | 15% | 0%
N370S GC | 11% | 8% | -28% | -2% | 3% | · | ?

Shown with values ahead of the structure: three of the compounds above
#	TDP1 inh	FEN1 inh	N370S GC	structure
48	5%[0.0935 µM]	-3%	-28%	CS(=O)(=O)c1ccccc1C(=O)NCCC(c1ccccc1)c1ccccc1
49	5%	8%	-2%	CCOc1cc(C(N)=O)cc(Cl)c1OCC
50	-6%	-1%	3%	O=C(c1ccc(F)cc1)C1CCN(C(=S)NCC2CCCO2)CC1 (configuration not stated)
